# Assay outcomes from PubChem.
# TcdB GH inh: TcdB glycohydrolase inhibitors, primary screen, biochemical, single point, plate reader; Toxin B (Clostridioides difficile), P18177; TcdB glycohydrolase enzymatic assay; AID 652162, 2013; actives 0.24% (n = 350,000); inhibition, % at 9.99 µM; in the data active = inhibition above about 10%
# PriA SSB inh: inhibitors of Klebsiella pneumoniae PriA binding to SSB C-terminal tail, primary screen, biochemical, AlphaScreen; PriA–SSB C-terminal tail interaction (Klebsiella pneumoniae); AlphaScreen SSBct-PriA binding, biotinylated peptide; inhibition, % at 33 µM; actives 0.6% (n = 430,000); AID 1272365, 2023; in the data active = inhibition mostly above about 37%, no sharp cut-off; inactive = mostly below about 20%;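 note: plate controls were negative control peptide for no effect and reference peptide for full effect; strong numbers were not always called active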
# DUSP3 inh: VHR1 phosphatase inhibitors, primary screen, biochemical, absorbance, uHTS; inhibition, % at 13.3 µM; actives 0.52% (n = 290,000); AID 1654, 2009; recombinant VHR phosphatase, pNPP absorbance; Dual specificity protein phosphatase 3 (Homo sapiens), P51452; in the data active = inhibition above about 50%; note: some compounds called inactive have numbers as strong as hits
# Target sequence (P51452 whole entry, looked up): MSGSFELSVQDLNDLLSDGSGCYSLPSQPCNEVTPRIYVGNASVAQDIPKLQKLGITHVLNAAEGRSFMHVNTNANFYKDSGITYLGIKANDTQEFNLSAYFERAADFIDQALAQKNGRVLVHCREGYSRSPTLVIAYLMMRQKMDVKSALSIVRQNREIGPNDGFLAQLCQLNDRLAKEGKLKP
# CCHFV vOTU inh: CCHFV vOTU protease inhibitors, primary screen, biochemical, Pep-AMC substrate, fluorescence. inhibition, % at 11.5 µM. actives 0.55% (n = 370,000). AID 651958, 2012; in the data active = inhibition above about 30%; note: 0% = vehicle wells with enzyme and 100% = no enzyme wells
# Y pestis TopoI: Yersinia pestis topoisomerase I inhibitors, primary screen, biochemical, cleavage product accumulation, plate reader, single point. activity, % at 10 µM. actives 0.064% (n = 360,000). Y. pestis Topo-I cleavage product accumulation. DNA topoisomerase I (Yersinia pestis CO92); in the data active = activity above about 50%, passing the limit was not always enough; inconclusive = no clear call, values can overlap the other calls; note: inactives centre near 2
# Anthrax LF inh2: Bacillus anthracis LF protease inhibitors, primary screen, biochemical, multiplex microsphere, MLPCN library. Lethal factor (Bacillus anthracis), P15917. multiplex microsphere protease cleavage assay. inhibition, % at 10 µM. actives 0.12% (n = 360,000); note: plate controls were buffer without enzyme for full effect and enzyme alone for no effect
# Target sequence (P15917 whole entry, looked up): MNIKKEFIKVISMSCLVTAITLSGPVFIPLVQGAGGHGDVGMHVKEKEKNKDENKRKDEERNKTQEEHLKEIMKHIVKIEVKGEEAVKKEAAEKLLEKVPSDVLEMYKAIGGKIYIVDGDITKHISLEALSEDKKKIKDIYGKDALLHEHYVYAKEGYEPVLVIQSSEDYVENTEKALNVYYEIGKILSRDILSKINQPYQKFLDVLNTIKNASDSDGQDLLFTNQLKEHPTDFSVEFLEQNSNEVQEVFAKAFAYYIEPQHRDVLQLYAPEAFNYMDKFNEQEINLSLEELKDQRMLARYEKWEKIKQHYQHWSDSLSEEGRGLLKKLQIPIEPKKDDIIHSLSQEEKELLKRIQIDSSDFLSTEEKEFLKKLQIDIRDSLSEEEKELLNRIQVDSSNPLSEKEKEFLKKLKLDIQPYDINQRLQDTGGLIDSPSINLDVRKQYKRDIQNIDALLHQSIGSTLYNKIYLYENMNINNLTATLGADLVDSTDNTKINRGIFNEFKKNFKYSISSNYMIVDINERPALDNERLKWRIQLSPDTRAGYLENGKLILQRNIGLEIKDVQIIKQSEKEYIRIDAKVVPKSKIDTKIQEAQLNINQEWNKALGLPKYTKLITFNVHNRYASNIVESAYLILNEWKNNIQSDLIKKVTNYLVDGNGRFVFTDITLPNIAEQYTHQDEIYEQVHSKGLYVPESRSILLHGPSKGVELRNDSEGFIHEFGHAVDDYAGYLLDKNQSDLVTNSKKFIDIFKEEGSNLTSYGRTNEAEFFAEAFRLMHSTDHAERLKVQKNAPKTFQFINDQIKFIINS
# PfHsp40 rescue: rescue of yeast from PfHsp40 toxicity, primary screen, S. cerevisiae, ATP luminescence; S. cerevisiae expressing PfHsp40, growth rescue; growth rescue, % at 12.5 µM; actives 0.68% (n = 340,000); AID 504582, 2011; in the data active = growth rescue above about 28%, passing the limit was not always enough; inconclusive = no clear call, values can overlap the other calls;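 note: yeast W303a lacking pdr1 and pdr3 grown in galactose medium; growth measured after three days at 30 °C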
# BH1578 lux ind: inducers of Vibrio cholerae quorum light production without autoinducers, primary screen, BH1578 luxS cqsA deficient, single point. V. cholerae BH1578 lux reporter, luminescence, 6 h. activation, % at 18.7 µM. actives 0.16% (n = 350,000). AID 588436, 2011; in the data active = activation mostly above about 9.7%, no sharp cut-off; inconclusive = no clear call, values can overlap the other calls; inactive = mostly below about 3.7%; note: not every result past the cut was called active; inactives centre near 0; reference of the scale not given here
# SARS 3CLpro inh: SARS-CoV 3CLpro protease inhibitors, primary screen, biochemical, quenched FRET. Replicase polyprotein 1ab (Severe acute respiratory syndrome coronavirus), P0C6X7. recombinant SARS-CoV 3CLpro, quenched FRET peptide cleavage. inhibition, % at 6 µM. actives 0.14% (n = 290,000); in the data active = inhibition above about 12%
# BoNT-A LC inh2: BoNT/A light chain protease inhibitors, primary screen, biochemical, flow cytometry, MLPCN library; Botulinum neurotoxin type A light chain protease (Clostridium botulinum A str. ATCC 3502); multiplex microsphere protease substrate cleavage; inhibition, % at 10 µM; actives 0.17% (n = 360,000); note: plate controls were buffer without enzyme for full effect and enzyme alone for no effect
# The depositor's hits bear a star; i = inactive; ? = inconclusive; . = not tested or not shown; & = joins results of further samples. Cut-off read from the data, not from the text of the source, unless noted: active = inhibition above about 30%; inconclusive = no clear call, values can overlap the other calls; inactive = below that. An excerpt. The share of hits here may be higher or lower than overall.
SMILES,TcdB GH inh,PriA SSB inh,DUSP3 inh,CCHFV vOTU inh,Y pestis TopoI,Anthrax LF inh2,PfHsp40 rescue,BH1578 lux ind,SARS 3CLpro inh,BoNT-A LC inh2
Cc1nn(Cc2ccccc2)c(C)c1NC(=O)CSc1nc(-c2ccccc2)nc2c1cnn2-c1ccccc1,.,-2.5,7.1,0.5,5.4,-2.1,-0.4,i,2.0,-0.4
O=C(CN(Cc1ccccc1C(F)(F)F)C(=O)CNC(=O)c1ccco1)NC1CCCC1,.,-8.7,10.4,9.8,-6.1,-0.3,0.5,i,-1.3,2.1
COc1ccc(COC(=O)C2=C(C)NC(=O)NC2c2ccccc2OC(C)C)cc1 (stereo not given),-0.2,-15.9,-3.8,4.5,25.5,-10.7,3.0,-0.5,-6.9,-0.2
CCN1C(=O)[C@H]2[C@H]3CN=C(SCc4ccc(C#N)cc4)N3[C@@](CC)(C(=O)OC)[C@H]2C1=O,1.8,9.9,.,-6.6,0.3,7.7,0.7,i,.,0.0
Cc1ccc(C)c(N(C)C(=O)COc2cc(=O)n(C)c3ccccc23)c1,1.2,-7.5,-3.7,1.0,14.7,-8.0,-0.3,-0.9,-4.1,0.1
CCOC(=O)C1=C(C)NC(=S)NC1c1ccc(C)s1 (stereo not given),0.2,7.1,5.2,6.8,5.9,2.9,0.5,i,1.8,-0.3
NC(=O)C1CCN(C(=O)/C=C/c2ccccc2[N+](=O)[O-])CC1,0.3,-3.4,-0.9,8.0,9.0,0.4,0.9,-0.2,-0.5,0.6
CCCc1c(-c2ccc(Cl)cc2)ncn1CCc1ccccc1OC,0.8,.,.,11.6,.,4.7,.,.,.,-0.5
O=C(CN1C(=O)NC2(CCCCCC2)C1=O)Nc1cccc(F)c1,-0.3,0.7,.,0.4,-1.7,0.6,-1.6,-0.3,.,4.1
C=CCn1c(SC)nc2sc3c(c2c1=O)CCc1ccccc1-3,-7.6,-2.3,-12.9,3.8,9.4,-0.3,-0.4,0.3,2.5,-0.4
Cc1ccc(C(=O)NNC(=O)Cn2nnc3ccccc32)cc1,0.5,-4.6,17.0,-17.9,-16.2,2.0,-0.1,-0.4,0.5,0.9
O=S(=O)(c1ccc(F)cc1)N1CC2CCCN2c2ccc(C(F)(F)F)cc21 (stereo not given),.,-4.6,12.8,13.3,-8.8,16.0,-0.4,-0.2,1.6,-0.2
CCCS(=O)(=O)N1CCC(C(=O)NCCCOC)CC1,.,-15.8,7.1,0.2,-4.1,.,-0.2,1.1,-0.5,.
O=C(CN1C(=O)NC2(CCCCCCC2)C1=O)N1CCN(C(=O)c2ccco2)CC1,.,3.9,8.3,4.7,6.4,-1.8,-1.4,3.6,4.2,-0.2
Cc1cc(Cl)ccc1C(=O)C1CCCN(C2CCSCC2)C1 (stereo not given),-0.9,8.5,-3.9,-3.5,4.7,1.6,-1.0,i,-3.8,0.7
O=C(CSCc1ccccc1)N1CCN(c2ccccc2)CC1,0.1,1.0,1.7,-2.7,12.2,-0.8,0.4,-0.3,-0.1,0.3
Cc1cc(C)n(C(=O)C2CCCN2S(=O)(=O)c2ccc(Cl)cc2)n1 (stereo not given),.,0.2,21.4,2.1,6.7,0.3,0.6,i,2.6,0.3
O=c1[nH]c2cc(Cl)ccc2n(CCNc2ncc(C(F)(F)F)cc2Cl)c1=O,.,4.9,30.5,-4.2,4.8,-0.3,0.1,0.9,-0.8,0.6
COc1ccc(NC(=O)C(OC(=O)c2cnccn2)c2ccccc2)cc1Cl (stereo not given),0.9,7.9,6.5,4.4,-5.5,-4.9,-0.4,i,-0.2,0.7
O=C1COc2ccc(C(=O)COC(=O)c3ccc(F)cc3Cl)cc2N1,0.4,-1.5,.,3.7,13.1,-5.8,0.4,i,.,0.1

# Fetched one by one from above:
SMILES,TcdB GH inh,PriA SSB inh,DUSP3 inh,CCHFV vOTU inh,Y pestis TopoI,Anthrax LF inh2,PfHsp40 rescue,BH1578 lux ind,SARS 3CLpro inh,BoNT-A LC inh2
Cc1ccc(C(=O)NNC(=O)Cn2nnc3ccccc32)cc1,0.5,-4.6,17.0,-17.9,-16.2,2.0,-0.1,-0.4,0.5,0.9
O=c1[nH]c2cc(Cl)ccc2n(CCNc2ncc(C(F)(F)F)cc2Cl)c1=O,.,4.9,30.5,-4.2,4.8,-0.3,0.1,0.9,-0.8,0.6
O=C1COc2ccc(C(=O)COC(=O)c3ccc(F)cc3Cl)cc2N1,0.4,-1.5,.,3.7,13.1,-5.8,0.4,i,.,0.1
O=C(CSCc1ccccc1)N1CCN(c2ccccc2)CC1,0.1,1.0,1.7,-2.7,12.2,-0.8,0.4,-0.3,-0.1,0.3
Cc1cc(Cl)ccc1C(=O)C1CCCN(C2CCSCC2)C1 (stereo not given),-0.9,8.5,-3.9,-3.5,4.7,1.6,-1.0,i,-3.8,0.7
Cc1ccc(C)c(N(C)C(=O)COc2cc(=O)n(C)c3ccccc23)c1,1.2,-7.5,-3.7,1.0,14.7,-8.0,-0.3,-0.9,-4.1,0.1

# (listing goes on)
SMILES,TcdB GH inh,PriA SSB inh,DUSP3 inh,CCHFV vOTU inh,Y pestis TopoI,Anthrax LF inh2,PfHsp40 rescue,BH1578 lux ind,SARS 3CLpro inh,BoNT-A LC inh2
O=c1c([N+](=O)[O-])cn(Cc2ccccc2)c(=O)n1Cc1ccccc1,-2.0,-12.1,.,28.9,2.7,3.7,0.4,0.6,.,-0.4
Cc1cc(C)n(-c2ccc(C(=O)N3CCN(S(=O)(=O)c4ccc(Br)cc4Cl)CC3)cc2)n1,-0.2,.,.,17.8,25.6,0.2,.,i,.,0.0
COC(=O)C1=C(c2ccc(C(C)=O)cc2)C[C@@H]2CC[C@H]1N2C(=O)NC1CC1,6.5,-10.1,.,4.8,1.4,5.7,0.4,i,.,-0.4
CC12CN3CC(C)(CN(C1)P3(=O)Oc1ccccc1)C2=O (stereo not given),-0.4,-13.0,3.1,-1.4,-2.4,-1.2,-0.6,0.2,-4.5,0.1
Cc1cc2nc(CCN(Cc3cccnc3)C(=S)Nc3ccc(F)cc3)[nH]c2cc1C,0.7,5.1,23.1,5.4,7.0,0.5,-0.2,i,-2.8,0.0
Cc1nnc(SCC2=C(C(=O)O)N3C(=O)C(NC(=O)Cn4nc(C(F)F)c(Cl)c4C)C3SC2)s1 (stereo not given),1.0,0.0,25.1,6.8,-8.3,0.8,-0.7,-0.4,3.7,0.1
CC[n+]1c(C=C2C=C(C)OC(C)=C2)sc2ccccc21,2.4,-13.6,18.8,25.6,-3.2,7.2,14.8,-0.1,1.0,1.8
COc1ccc(CNC(=O)C2Cc3c(-c4ccccc4Oc4ccccc4)ccnc3O2)cc1OC (stereo not given),3.7,.,.,7.2,36.9,-9.0,.,-0.9,.,-0.7
Cc1ccc(S(=O)(=O)Nc2ccc(S(=O)(=O)N3CCOCC3)cc2)cc1[N+](=O)[O-],-1.7,-7.7,-4.2,6.6,-2.2,-1.1,0.3,-0.4,0.3,-0.6
CCOC(=O)c1sc(C)nc1C1CCN(C(=O)OCC)CC1,.,-5.1,31.5,-0.8,11.1,2.6,1.0,i,-5.2,0.4
O=C(OCc1nnc(-c2ccccc2)o1)c1ccc2c(c1)C(=O)N(CCc1ccccc1)C2=O,.,2.6,22.1,3.8,0.4,-3.5,2.3,-5.9,-12.2,0.6
CC(C)(C)OC(=O)N1CCC[C@H]1c1nnc(SCC(=O)Nc2cccc(Cl)c2)o1,4.1,-8.6,21.0,-4.4,16.0,-11.0,-1.1,-1.3,-0.2,?
Cc1csc(SCC(=O)Nc2nccs2)n1,3.9,-8.9,.,11.3,4.4,?,0.3,i,.,7.2
CC(NC(=O)c1ccccc1Br)c1nnc(SCC(=O)NC2=NCCS2)n1C (stereo not given),0.8,9.5,-2.6,2.5,8.7,-0.3,-1.1,-0.2,-8.8,1.0
COc1ccc2[nH]c(=O)c(C(c3nnnn3CC3CCCO3)N3CCCCC3)cc2c1 (stereo not given),0.6,-9.1,16.5,-12.9,-0.1,-0.3,-0.1,-0.5,2.0,0.2
COc1cccc(C2N(c3cccc(Cl)c3)C(=O)C3CCCN32)c1OC (stereo not given),-0.5,10.6,4.0,-4.3,-2.2,-5.9,-0.9,-0.4,-6.6,0.5
Cc1ccc(CSCC(=O)N(C)CC(=O)Nc2ccc(Br)cc2C)cc1,2.1,0.1,.,-1.4,27.2,3.9,-0.4,-1.4,.,2.7
O=C(CSc1ccc(Br)cc1)Nc1cccc(S(=O)(=O)N2CCOCC2)c1,0.0,-2.8,.,-13.0,16.5,1.4,-0.5,-5.0,.,5.1
CC1(C)CC(N2CCOCC2)=CC(=[N+]2CCOCC2)C1,0.3,-7.4,17.4,21.4,-10.1,-6.2,-0.2,-0.5,-3.3,0.0
N#Cc1c(-c2ccccc2)nc(-c2ccccc2)[nH]c1=O,.,-13.6,3.2,5.6,4.3,-3.8,-0.2,-0.4,-4.4,0.2
COc1ccc(C(C)=O)c(OCC(=O)NCCC2=CCCCC2)c1,4.9,.,.,5.3,16.3,-3.6,.,-0.3,.,0.1
COCCNc1nc(Oc2ccc(NC(C)=O)cc2)c2sc(-c3ccccc3)cc2n1,0.6,.,.,-17.3,31.1,-0.1,.,i,.,0.1
CC(C)=CCN1CCN(Cc2cc(C(C)C)n[nH]2)CC1CCO (stereo not given),0.8,-4.3,20.8,8.8,3.3,-2.0,2.6,0.6,-1.9,1.0
C[C@@H]1CCCCO[C@@H](CN(C)S(=O)(=O)c2ccc(Cl)cc2)[C@@H](C)CN([C@H](C)CO)C(=O)c2cc(N(C)C)ccc2O1,-0.2&-1.8&-10.6,.,.,24.3,-5.6,4.4,.,i,.,0.2
COc1cc(OC)c(C(=O)O/N=C(\N)c2ccc(C)cc2)cc1OC,-0.9,i,8.8,2.9,21.0,-18.3,-0.4,-7.7,-3.9,-2.2
COc1ccc2oc(=O)c(C(=O)NCc3ccco3)cc2c1,1.4,-3.6,21.5,-43.5,-9.3,-5.5,0.8,-0.2,-3.9,1.3
CCC(=O)N(Cc1cc2cc(C)c(C)cc2[nH]c1=O)C1CCCCC1,.,6.1,24.9,-1.0,4.0,-3.6,1.0,-1.2,2.9,-0.4
COc1ccccc1NC(=O)Nc1nc(C(C)(C)C)cs1,-4.1,-5.1,16.0,5.3,9.0,-4.1,3.6,i,0.6,0.5
CCOc1ccccc1-n1nnnc1SCC(=O)NC(=O)NCc1ccco1,.,5.6,31.6,-18.9,16.3,1.2,0.0,-3.7,-0.8,-0.7
CCN1CCN(c2nc3c(c(=O)n(C)c(=O)n3C)n2Cc2cccc3ccccc23)CC1,.,-5.1,20.6,-1.9,20.8,-2.6,0.1,-0.9,-2.1,0.1
CCN1C(=O)c2cccc3c(S(=O)(=O)NCCCN4CCOCC4)ccc1c23,.,-3.6,46.7,-31.2,-7.5,-0.1,0.0,-0.3,1.3,-0.7
NCCc1nnc(SCc2ccccc2Cl)o1,0.3,-6.7,0.0,-4.0,-0.7,?,0.4,-0.1,0.9,7.7
COCCNS(=O)(=O)c1ccc(OCC(=O)N2CCc3ccccc3C2)c(Cl)c1,2.1,-10.9,4.9,2.3,-4.1,3.2,1.6,-1.2,3.1,-1.0
